hcGAS inh: Primary biochemical luminescence assay for human cyclic GMP-AMP synthase inhibitors | Q8N884 | recombinant h-cGAS, ATP depletion, Kinase-Glo luminescence | inhibition, % at 12.5 µM | actives 0.081% (n = 290,000) | AID 1259398, 2018;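 also: 0% = vehicle reaction and 100% = reaction without DNA for no activity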
Target sequence (Q8N884 whole entry, looked up): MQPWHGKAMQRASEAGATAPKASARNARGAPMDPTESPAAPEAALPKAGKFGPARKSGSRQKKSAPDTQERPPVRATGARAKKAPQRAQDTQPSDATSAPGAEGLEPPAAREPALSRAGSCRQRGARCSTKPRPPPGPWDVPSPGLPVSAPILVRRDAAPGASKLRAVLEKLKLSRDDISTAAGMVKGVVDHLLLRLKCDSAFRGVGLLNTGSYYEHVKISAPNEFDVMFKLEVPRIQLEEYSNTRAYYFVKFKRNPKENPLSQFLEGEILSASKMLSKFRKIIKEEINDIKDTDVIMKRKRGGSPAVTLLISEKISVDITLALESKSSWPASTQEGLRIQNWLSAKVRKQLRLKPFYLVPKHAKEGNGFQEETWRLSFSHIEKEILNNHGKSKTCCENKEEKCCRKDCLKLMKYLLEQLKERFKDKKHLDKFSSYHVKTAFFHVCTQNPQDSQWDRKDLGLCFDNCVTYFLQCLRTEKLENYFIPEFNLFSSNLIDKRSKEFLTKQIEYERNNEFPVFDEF
NPYLR7 ag: agonists of mosquito NPYLR7 receptor, primary screen, cell-based, Aedes aegypti, calcium fluorescence, mosquito biting behavior; activation, % at 10 µM; AID 1259423, 2018; HEK293T NPYLR7/Galpha15, GCaMP6s calcium fluorescence; actives 0.15% (n = 270,000); in the data active = activation above about 40%;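 also: 0% = vehicle and 100% = reference agonist at the receptor; some compounds past the cut are filed as inactive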
mcGAS inh: cyclic GMP-AMP synthase inhibitors, mouse, primary biochemical chemiluminescence | Q8C6L5 | recombinant cGAS, Kinase-Glo ATP depletion luminescence | inhibition, % at 12.5 µM | actives 0.15% (n = 160,000);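 also: 0% = negative control wells and 100% = reference inhibitor with no enzyme activity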
Starred values were filed as active, the others as inactive; & = joins results of further samples. Rule as the data show it, unless noted: active = inhibition above about 40%; inactive = the rest.

How did CCCc1[nH]ncc1C(=O)N1CCCC(CCc2ccc(F)c(F)c2)C1 (stereo unspecified) do in these assays?
hcGAS inh: -5; NPYLR7 ag: -2

What do the screens show for `CCn1nc(C)c(C(C)NC(=O)c2cc3ccccc3n2C)c1C` (stereo unspecified)?
hcGAS inh: -10; mcGAS inh: -12

How did COCCN(Cc1c(-c2cccc(C)c2)noc1N1CCCC1)C(=O)c1ccc(Cl)cc1 do in these assays?
hcGAS inh: -9; NPYLR7 ag: 9; mcGAS inh: -6

What do the screens show for `Cc1cc(Cl)ccc1N1CCN(C(=O)c2cccc(Br)c2)C(C)C1=O` (stereo unspecified)?
hcGAS inh: -4; NPYLR7 ag: 11; mcGAS inh: -3

How did CCc1nc2n(n1)C(=O)C(C(c1ccco1)N1CCN(c3ccccc3)CC1)S2 (stereo unspecified) do in these assays?
hcGAS inh: -6; NPYLR7 ag: -3; mcGAS inh: -7

What do the screens show for `CS(=O)(=O)N1CCOC(CNC(=O)CCC2CCCC2)C1` (stereo unspecified)?
hcGAS inh: 0; NPYLR7 ag: -1

How did CCCCCCC(=O)NC1CC2CCC(C1)N2Cc1ccoc1 (stereo unspecified) do in these assays?
hcGAS inh: -5; NPYLR7 ag: 3; mcGAS inh: -6

Results for CS(=O)(=O)CC(=O)Nc1cccc(NC(=O)Cc2ccccc2)c1 ?
hcGAS inh: -4; NPYLR7 ag: 4

What do the screens show for `CC(=O)Nc1cccc(NCCCc2nc(C)no2)c1C`?
hcGAS inh: -4; NPYLR7 ag: 0

What do the screens show for `COc1coc(C(=O)NCCc2ccccc2)cc1=O`?
hcGAS inh: -8; NPYLR7 ag: 11

What do the screens show for `O=C(c1cccs1)N(Cc1cccnc1)Cc1nccn1Cc1ccc(F)cc1`?
hcGAS inh: -4; NPYLR7 ag: 6; mcGAS inh: -5

Results for COc1cc(C=C2C(=O)N(C)C(=O)N(C)C2=O)ccc1Oc1ccc([N+](=O)[O-])cn1 ?
hcGAS inh: 5; NPYLR7 ag: -19; mcGAS inh: 1

Results for CC(Nc1ccc(-c2ccccc2)c(C(F)(F)F)c1)C(=O)N1CCNC1=O (stereo unspecified) ?
hcGAS inh: -9; NPYLR7 ag: 6; mcGAS inh: -15

Results for CCN(CC)C(=O)Oc1ccc2c(ccn2Cc2ccccc2I)c1-c1ccc(OC)cc1 ?
hcGAS inh: -6; NPYLR7 ag: 12; mcGAS inh: -8

How did CC1=NS(=O)(=O)NC(C)=C1CCC(=O)Nc1ccc2c(c1)CCC2 do in these assays?
hcGAS inh: -4; NPYLR7 ag: 1; mcGAS inh: -19

How did CC(C)CN1C(=O)N(Cc2ccccn2)C(=O)C12CCN(C1CCSC1)CC2 (stereo unspecified) do in these assays?
hcGAS inh: -18; NPYLR7 ag: 13; mcGAS inh: -7

How did C/C(CC(=O)NCc1ccccc1Cl)=N\NC(=O)c1ccccn1 do in these assays?
hcGAS inh: 7; NPYLR7 ag: -6

How did O=C(c1cccc2c1OCCO2)N1CCN(C(c2ccccc2)c2ccc(Br)cc2)CC1 (stereo unspecified) do in these assays?
hcGAS inh: -11; NPYLR7 ag: 21; mcGAS inh: -7

How did Cc1nc(N)nc(C)c1CC(=O)N1CCCC(CCc2ccccc2)C1 (stereo unspecified) do in these assays?
hcGAS inh: -6; NPYLR7 ag: 2

What do the screens show for `CC(C)NC(=O)Nc1ccc(N(C)C)c(CN(C(=O)c2cccc(F)c2)C2CC2)c1`?
hcGAS inh: -7; NPYLR7 ag: 4; mcGAS inh: -5

What do the screens show for `CCOC(=O)c1c(NC(=S)NCC2CCCO2)sc(C)c1C` (stereo unspecified)?
hcGAS inh: -2; NPYLR7 ag: 4; mcGAS inh: -2

Results for CCOC(=O)C1=C(C)N=c2s/c(=C\c3ccc(Cl)cc3Cl)c(=O)n2C1c1ccc(OC)cc1 (stereo unspecified) ?
hcGAS inh: 2; NPYLR7 ag: -2

How did Cc1c(C)n2c3c(=O)n(Cc4ccccc4F)c(=O)n(C)c3nc2n1CCN1CCOCC1 do in these assays?
hcGAS inh: -7; NPYLR7 ag: -1; mcGAS inh: -8

Results for COC(=O)C(c1cccc(C)c1)n1ccnc1-c1ccccc1C(=O)O (stereo unspecified) ?
hcGAS inh: -7; NPYLR7 ag: 19

What do the screens show for `CC(NC(=O)c1cccc(Cl)c1Cl)C(=O)NCc1ncc(C(C)(C)C)o1` (stereo unspecified)?
hcGAS inh: -6; NPYLR7 ag: 1

Results for CCc1ccc(C(=O)N2CC[C@]3(OC)CC[C@H](OC)C[C@H]23)[nH]1 ?
hcGAS inh: -4; mcGAS inh: -4

How did Cn1cnc(S(=O)(=O)Nc2cccc(Cl)c2)c1 do in these assays?
hcGAS inh: 11; NPYLR7 ag: 3; mcGAS inh: 0

Results for CCCCCC(=O)N1[C@@H](c2ccco2)[C@@H](C(=O)O)C[C@]12CCCCN(CCO)C2=O ?
hcGAS inh: -1; NPYLR7 ag: 5; mcGAS inh: -8

What do the screens show for `CCn1c(CC2CCNCC2)nn(CC2COc3ccccc3O2)c1=O` (stereo unspecified)?
hcGAS inh: -3; NPYLR7 ag: 3; mcGAS inh: -18

Results for O=C(O)c1nc[nH]c1C(=O)O ?
hcGAS inh: -4; NPYLR7 ag: -7

Results for CSCc1ccc(C(=O)NC2CC(C)(C)Cc3c2cnn3-c2ccc(F)cc2)o1 (stereo unspecified) ?
hcGAS inh: -11; NPYLR7 ag: 11; mcGAS inh: -10

How did O=C(CN(CCN1CCOCC1)C(=O)C12CC3CC(CC(C3)C1)C2)N(Cc1ccc(F)cc1)Cc1cccs1 do in these assays?
hcGAS inh: -4; NPYLR7 ag: -8; mcGAS inh: -4

How did COc1cc(OC)cc(C(=O)OC2CCC(C(N)=O)CC2)c1 (stereo unspecified) do in these assays?
hcGAS inh: 0; NPYLR7 ag: 0

How did O=C(C1CCC(CNS(=O)(=O)c2ccc(Br)s2)CC1)N1CCCCCC1 (stereo unspecified) do in these assays?
hcGAS inh: -12; mcGAS inh: -6

What do the screens show for `O=C(c1csc(COc2cc(Cl)ccc2Cl)n1)N1CCCC1`?
hcGAS inh: -6; NPYLR7 ag: 2; mcGAS inh: -9

How did CCCc1nc(N2CCN(S(=O)(=O)c3ccc(Cl)cc3)CC2)c2c3c(sc2n1)CCCC3 do in these assays?
hcGAS inh: -6; NPYLR7 ag: -11; mcGAS inh: -4

How did O=C(CN1C(=O)CNC1=O)NCc1cccnc1N1CCc2ccccc2C1 do in these assays?
hcGAS inh: -8; mcGAS inh: -12

How did COc1cc(CNC(=O)CN2CC3(C)CC2CC(C)(C)C3)cc(OC)c1 (stereo unspecified) do in these assays?
hcGAS inh: -1; NPYLR7 ag: -2; mcGAS inh: -4

What do the screens show for `COc1ccc(CN2CCN(Cc3csc(C(C)=O)c3)CC2CCO)c(C)c1C` (stereo unspecified)?
hcGAS inh: -2; NPYLR7 ag: -7

How did Cc1nn(-c2ccccc2)nc1C(=O)Nc1ccc(S(=O)(=O)C(F)F)cc1 do in these assays?
hcGAS inh: -8; NPYLR7 ag: -1

Results for Cc1ccc(S(=O)(=O)Nc2cccc(-c3ccc4nncn4n3)c2)cc1 ?
hcGAS inh: -7; NPYLR7 ag: -15; mcGAS inh: -8

Results for CS(=O)(=O)c1ncc2c(n1)c(=O)c(C#N)c1[nH]c3ccccc3c(=O)n12 ?
hcGAS inh: 19; NPYLR7 ag: 5

What do the screens show for `CCCc1ccccc1N1C(=O)CSC1c1cccc(NC(=O)c2ccc(OC)cc2)c1` (stereo unspecified)?
hcGAS inh: -3; NPYLR7 ag: 4; mcGAS inh: -4

Results for O=C(CSc1nc(=O)n(CC2CCCO2)c2c1CCCC2)NCc1ccc2c(c1)OCO2 (stereo unspecified) ?
hcGAS inh: -8; NPYLR7 ag: -6; mcGAS inh: -9

Results for CC(C)N(CC(=O)N1CCSC1c1ccccc1Cl)Cc1c(F)cccc1F (stereo unspecified) ?
hcGAS inh: -4; NPYLR7 ag: 0; mcGAS inh: -5

Results for COc1ccc(C(C)(C)C(=O)NCC2(O)CCCCCC2)cc1OC ?
hcGAS inh: -5; NPYLR7 ag: -5

Results for NC(c1ccc2c(c1)CCO2)c1cc(Cl)ccc1Cl (stereo unspecified) ?
hcGAS inh: -6; NPYLR7 ag: 1; mcGAS inh: -4

How did CCCCNCc1ccc(OCC(=O)NC(C)(C)C)c(OCC)c1 do in these assays?
hcGAS inh: -3; NPYLR7 ag: 13

What do the screens show for `O=C(Cc1ccccc1)N(Cc1ccccn1)c1nc2c(F)cccc2s1`?
hcGAS inh: -4; NPYLR7 ag: 1; mcGAS inh: -7

Results for O=C(NC1CC1)c1nc(-c2ccccc2)n2c1CCCCC2 ?
hcGAS inh: -3; NPYLR7 ag: 1

What do the screens show for `O=C(CC1CC1)N1CCC(n2cnc3cc(C(F)(F)F)ccc32)CC1`?
hcGAS inh: -5; NPYLR7 ag: 4; mcGAS inh: -6

How did O=C1N(Cc2ccc(F)cc2F)c2ccc(Cl)cc2C12NCCS2 (stereo unspecified) do in these assays?
hcGAS inh: -2; NPYLR7 ag: 23

Results for Cc1ccc(/C=C2/Oc3cc(O)ccc3C2=O)s1 ?
hcGAS inh: 6; NPYLR7 ag: 165*; mcGAS inh: -9

Results for CCOCCCn1c(SCc2cccc(Oc3ccccc3)c2)nc2cc(C(=O)OCC)ccc21 ?
hcGAS inh: -6; NPYLR7 ag: 5; mcGAS inh: -7

How did O=C(CSc1nc2ccccc2s1)Nc1nc(-c2ccccc2)cs1 do in these assays?
hcGAS inh: -3; NPYLR7 ag: 3; mcGAS inh: -6

How did CC1(C)CCN(C(=O)c2cc(-c3cnc(C4CC4)nc3)nc3ccc(F)cc23)C1 do in these assays?
hcGAS inh: -8; NPYLR7 ag: 1; mcGAS inh: -10

What do the screens show for `CC(=O)Oc1ccc(-n2c(C)cc(/C=C3\C(=O)N(c4ccccc4)N=C3C)c2C)cc1`?
hcGAS inh: 0; NPYLR7 ag: -5; mcGAS inh: -1

Results for CC1CN(C(=O)c2cc(C(C)C)n(-c3nc4ccccc4s3)n2)CC(C)O1 (stereo unspecified) ?
hcGAS inh: -7; NPYLR7 ag: 10; mcGAS inh: -6

What do the screens show for `Cn1cnc(S(=O)(=O)N2CCN(c3nccnc3NS(=O)(=O)c3ccc4c(c3)OCCO4)CC2)c1`?
hcGAS inh: -2; NPYLR7 ag: 2; mcGAS inh: -4

Results for O=C(NCC1CCCO1)C1CCN(C2CCN(C(=O)C3=CCCCC3)CC2)CC1 (stereo unspecified) ?
hcGAS inh: -4&-6; NPYLR7 ag: -2

How did CC(OC(=O)c1ccoc1)c1nccs1 (stereo unspecified) do in these assays?
hcGAS inh: -9; NPYLR7 ag: 19

How did Cc1ccccc1-n1c(Cc2ccccc2)nnc1SCCCCC(=O)NC(c1ccccc1)c1ccccc1 do in these assays?
hcGAS inh: -11; NPYLR7 ag: -3; mcGAS inh: -5

What do the screens show for `Cc1ccsc1CN(Cc1ccc(F)cc1)C(=O)CN(C(=O)Nc1ccc(Br)cc1)C1CC1`?
hcGAS inh: 6; NPYLR7 ag: -4; mcGAS inh: 0

What do the screens show for `CN(C)[C@@H]1C(=O)C(C(=O)NCN2CCCC2)C(=O)[C@@]2(O)C(=O)C3=C(O)c4c(O)cccc4[C@@](C)(O)C3CC12` (stereo partly specified)?
hcGAS inh: 2&-5; NPYLR7 ag: -5&-3; mcGAS inh: 2

What do the screens show for `CCOC(=O)c1ccc2c(c1)nc(SCc1cc(C(F)(F)F)ccc1F)n2CCc1ccc(OC)cc1`?
hcGAS inh: -4; NPYLR7 ag: 0; mcGAS inh: -6

Results for CCOC(=O)c1ccc2c(c1)nc(SCc1ccc(C(F)(F)F)cc1C(F)(F)F)n2Cc1ccccc1 ?
hcGAS inh: 2; NPYLR7 ag: -3; mcGAS inh: 2

What do the screens show for `CNC(=O)Cc1noc(CC2CCCc3cc(OC)ccc32)n1` (stereo unspecified)?
hcGAS inh: -7; NPYLR7 ag: 0

What do the screens show for `CCc1cc(CNC(=O)Nc2nnc(C(C)(C)C)s2)on1`?
hcGAS inh: -5; NPYLR7 ag: -2

Random excerpt: six records from the list, in no set order.
How did CC(OC(=O)c1ccoc1)c1nccs1 (stereo unspecified) do in these assays?
hcGAS inh: -9; NPYLR7 ag: 19

Results for CCOC(=O)c1ccc2c(c1)nc(SCc1ccc(C(F)(F)F)cc1C(F)(F)F)n2Cc1ccccc1 ?
hcGAS inh: 2; NPYLR7 ag: -3; mcGAS inh: 2

What do the screens show for `CCc1cc(CNC(=O)Nc2nnc(C(C)(C)C)s2)on1`?
hcGAS inh: -5; NPYLR7 ag: -2

What do the screens show for `CNC(=O)Cc1noc(CC2CCCc3cc(OC)ccc32)n1` (stereo unspecified)?
hcGAS inh: -7; NPYLR7 ag: 0

How did Cc1ccccc1-n1c(Cc2ccccc2)nnc1SCCCCC(=O)NC(c1ccccc1)c1ccccc1 do in these assays?
hcGAS inh: -11; NPYLR7 ag: -3; mcGAS inh: -5

What do the screens show for `CN(C)[C@@H]1C(=O)C(C(=O)NCN2CCCC2)C(=O)[C@@]2(O)C(=O)C3=C(O)c4c(O)cccc4[C@@](C)(O)C3CC12` (stereo partly specified)?
hcGAS inh: 2&-5; NPYLR7 ag: -5&-3; mcGAS inh: 2

Screening data deposited in PubChem by Fisher Drug Discovery Resource Center.

Compounds as they come; any-hit rate near 0.27%.
